Assay outcomes as filed in PubChem.
OX1R antag: blocks the human orexin 1 receptor | CHO/OX1R cells, Fluo-8 calcium fluorescence, orexin A | actives 0.43% (n = 330,000) | inhibition, % at 5 µM;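 active means inhibition above its plate's threshold, mean inhibition of all tested compounds on the plate plus 3 SD, cut at about 37% in these data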;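 further: 0% = orexin A challenge wells and 100% = SB-334867-A antagonist wells; not every result past the cut was called active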
Target sequence (O43613 whole entry, looked up): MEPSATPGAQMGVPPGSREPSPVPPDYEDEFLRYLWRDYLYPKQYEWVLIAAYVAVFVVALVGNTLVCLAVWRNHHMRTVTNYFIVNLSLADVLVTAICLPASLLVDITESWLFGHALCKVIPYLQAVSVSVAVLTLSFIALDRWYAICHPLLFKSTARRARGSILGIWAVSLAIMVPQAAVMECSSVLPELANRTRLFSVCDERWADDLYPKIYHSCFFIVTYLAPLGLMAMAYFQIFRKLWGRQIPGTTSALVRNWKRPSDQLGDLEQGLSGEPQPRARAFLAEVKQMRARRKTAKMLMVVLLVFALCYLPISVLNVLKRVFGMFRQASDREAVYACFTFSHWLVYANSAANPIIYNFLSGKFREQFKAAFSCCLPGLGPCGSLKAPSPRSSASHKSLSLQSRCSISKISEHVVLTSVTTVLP
CHT allo act: allosteric activators of human choline transporter CHT | actives 0.49% (n = 310,000) | B-score at 10 µM | Q9GZV3 | CHT-expressing cells, membrane potential dye, choline EC20; stronger effect = higher value; LV-AA mutant CHT in HEK293 cells;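 active means initial fluorescence not abnormally high and integrated response B-score, plate-corrected, over 3 SD above library mean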
Target sequence (Q9GZV3 whole entry, looked up): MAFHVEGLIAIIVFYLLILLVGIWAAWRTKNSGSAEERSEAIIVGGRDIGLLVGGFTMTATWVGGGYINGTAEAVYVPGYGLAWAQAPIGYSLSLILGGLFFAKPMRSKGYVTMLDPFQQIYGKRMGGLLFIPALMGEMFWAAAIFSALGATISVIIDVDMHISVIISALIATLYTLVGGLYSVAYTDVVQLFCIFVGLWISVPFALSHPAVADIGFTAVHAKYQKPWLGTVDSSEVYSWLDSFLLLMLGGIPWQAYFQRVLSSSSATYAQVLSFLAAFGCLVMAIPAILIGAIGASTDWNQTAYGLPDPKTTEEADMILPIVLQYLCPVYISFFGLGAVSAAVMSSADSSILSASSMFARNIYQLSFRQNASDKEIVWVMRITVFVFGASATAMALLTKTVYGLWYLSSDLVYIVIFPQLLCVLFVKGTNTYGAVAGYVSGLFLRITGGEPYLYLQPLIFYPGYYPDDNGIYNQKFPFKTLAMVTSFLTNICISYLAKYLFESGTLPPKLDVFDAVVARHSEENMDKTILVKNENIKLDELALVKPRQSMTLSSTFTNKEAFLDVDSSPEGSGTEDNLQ
* = called active by the depositor; i = inactive; nt = no result given; & = joins results of further samples.

SMILES	OX1R antag	CHT allo act
Cc1sc(NC(=O)Cn2c(=O)oc3ccccc32)nc1-c1ccc(Cl)cc1	-25	i
CCCCn1c(N)c(N(CC)C(=O)c2ccncc2)c(=O)[nH]c1=O	0	nt
COc1cc2c(C(=O)NCc3ccc4c(c3)OCO4)cn(CC(C)C)c(=O)c2cc1OC	-19	i
O=C(NN1C(=O)C2C3CCC(O3)C2C1=O)c1ccco1 (stereo not drawn)	-10	i
CC[C@]12c3[nH]c4cc(CCC(=O)N(C)C)ccc4c3CCN1C(=O)[C@@H](CC(=O)NCCN1CCOCC1)C[C@@H]2C(=O)N1CCN(C(=O)C2CC2)CC1	6	nt
Cc1oc(-c2ccccc2Cl)nc1CS(=O)CC(=O)N1CCN(c2ccccc2)CC1 (stereo not drawn)	-31	i
O=C(C1CCC1)N1CCN(S(=O)(=O)c2ccc([N+](=O)[O-])cc2)CC1	-5	nt
Cc1ccc(S(=O)(=O)CCC(=O)OCc2ccccc2F)cc1	1	i
CCCCN=C1CC(C)(C)CC(=O)/C1=C(/O)CCCN1C(=O)c2ccccc2C1=O	-19	i
Cc1ccc(S(=O)(=O)NCc2n[nH]c(=S)n2C)cc1	-1	i
NC(=O)c1ccc(-n2nnnc2SCC(=O)c2ccc(O)c(O)c2)cc1	-5	i
Cc1cc(C(F)(F)F)nc(-n2cc(-c3ccccc3)nn2)n1	-20	i
COc1cccc(NC(=O)C(C)SCc2ccccc2)c1 (stereo not drawn)	-23	i
COc1cc(/C=N/NC(=O)CCc2c(C)n[nH]c2C)ccc1O	8	i
Cc1ccc(-c2nc(NC(=O)c3nn(C)cc3[N+](=O)[O-])sc2C)cc1	4	i
c1ccc(-c2noc(-c3cccc4ccccc34)n2)nc1	-9	i
O=S(=O)(NC1CCCCC1)c1cccc(-c2nnc(-c3ccccc3)o2)c1	-23	i
Cc1cc(C(=O)N2CCN(c3ncccc3C#N)CC2)no1	6	i
O=C(c1ccc(Cl)cc1)N1CCN=C1c1ccccc1	2	i
Cc1ccc2nc(C(C)O)[nH]c2c1 (stereo not drawn)	1	i
Cc1cccc(OCC(=O)NCc2ccc(F)cc2)c1	-4	i
Cc1nnc(C)n1/N=C/c1cccs1	-10	i
O=C(COn1nnc2ccc(C(F)(F)F)cc21)Nc1c(Cl)cccc1Cl	-48	i
CN(c1nc2ccccc2nc1Cl)S(=O)(=O)c1ccccc1	-28	i
NS(=O)(=O)c1ccc(NC(=O)c2ccc(CSc3ccccc3)o2)cc1	9	i

In the list so far, these contain a nitro group on carbon:
SMILES	OX1R antag	CHT allo act
O=C(C1CCC1)N1CCN(S(=O)(=O)c2ccc([N+](=O)[O-])cc2)CC1	-5	nt
Cc1ccc(-c2nc(NC(=O)c3nn(C)cc3[N+](=O)[O-])sc2C)cc1	4	i

Returning to the listing; the five compounds before the break are reprinted first.
SMILES	OX1R antag	CHT allo act
Cc1cccc(OCC(=O)NCc2ccc(F)cc2)c1	-4	i
Cc1nnc(C)n1/N=C/c1cccs1	-10	i
O=C(COn1nnc2ccc(C(F)(F)F)cc21)Nc1c(Cl)cccc1Cl	-48	i
CN(c1nc2ccccc2nc1Cl)S(=O)(=O)c1ccccc1	-28	i
NS(=O)(=O)c1ccc(NC(=O)c2ccc(CSc3ccccc3)o2)cc1	9	i
O=C(CCN1C(=O)C2C3CCC(C3)C2C1=O)Nc1ccc(Br)cc1 (stereo not drawn)	-11	i
CNC(=S)NC1CC2CCCC(C1)N2Cc1ccc(C)cc1 (stereo not drawn)	-38	i
Cc1ccc(C(=O)Nc2ccc(S(=O)(=O)N3CCOCC3)cc2)cc1	-12	i
CCOC(=O)C1(Cc2cccc(F)c2)CCN(C(=O)Cn2cnnn2)CC1	-9	i
CC(=O)c1c(O)c2ccccc2n(C(C)C)c1=O	-9	i
COC(=O)Nc1ccc(S(=O)(=O)NCc2ccccn2)cc1	-12	i
COC(=O)c1ccc(NC(=O)CSc2nnc(C)n2CC2CCCO2)cc1 (stereo not drawn)	-4	i
CCCCc1cc2c(s1)CCCC/C2=N/O	-15	i
COc1ccc(-n2c(N)c(C(=O)NCc3cccnc3)sc2=S)cc1	-6	i
Cc1cc(C(=O)NNC(=S)NC(C)c2ccccc2)c2ccccc2n1 (stereo not drawn)	-14	i
COc1ccc(C(=O)O/N=C(\N)c2ccccc2)cc1OC	-32	i
Cc1ccc(Cl)cc1NC(=O)c1ccccc1OCC(=O)Nc1ccc(Cl)cc1	4	i
O=C(Nc1nccs1)c1ccc(Cl)c(S(=O)(=O)N2CCOCC2)c1	-22	i
O=C(NC1CCC(C(=O)O)CC1)OCc1ccccc1 (stereo not drawn)	2&-6	i
CC(=O)Oc1ccc(N(C(C)=O)S(=O)(=O)c2cccs2)c2ccccc12	-12	i
COc1ccc(CCCc2nnc(SCC(=O)Nc3ccc(C)c(C)c3)o2)cc1	-12	i
NC(=O)c1ccc(NC(=O)COC(=O)c2ccc3c(c2)OCO3)cc1	-11	nt
CN(c1ccccc1)S(=O)(=O)c1ccc(C(=O)NCC2CCCO2)cc1 (stereo not drawn)	-4	i
O=C(NCc1ccccn1)c1ccc(/C=N/O)nc1	-17	i
COc1ccc2nc3c(cc2c1)c(NC(=O)C1CCCO1)nn3CC(C)C (stereo not drawn)	-8	i
Cc1ccc2[nH]c(=O)c(C(c3nnnn3Cc3ccccc3)N3CCc4ccccc43)cc2c1 (stereo not drawn)	-26	i
COc1cc(S(=O)(=O)NC(C)C)ccc1Cl	-30	i
Cc1ccc(C(O)CCc2ccc(N)cc2)cc1 (stereo not drawn)	-13	i
O=C(Nc1ccccc1Oc1ccccc1)C1CCCC1	-12	i
Cc1ccc(CN2CCN(CC(=O)N3CCc4ccccc4C3)C2=O)cc1	-38	i

By substructure: those above containing two or more sulfur atoms
SMILES	OX1R antag	CHT allo act
Cc1ccc(S(=O)(=O)NCc2n[nH]c(=S)n2C)cc1	-1	i
NS(=O)(=O)c1ccc(NC(=O)c2ccc(CSc3ccccc3)o2)cc1	9	i
COc1ccc(-n2c(N)c(C(=O)NCc3cccnc3)sc2=S)cc1	-6	i
O=C(Nc1nccs1)c1ccc(Cl)c(S(=O)(=O)N2CCOCC2)c1	-22	i
CC(=O)Oc1ccc(N(C(C)=O)S(=O)(=O)c2cccs2)c2ccccc12	-12	i

(listing goes on)
SMILES	OX1R antag	CHT allo act
COc1ccc(NC(=O)CSC2CCCCC2)cc1	-19	i
Cc1ccc(OCCCC(=O)N(C)CC(=O)Nc2ccccc2Cl)cc1	-25	i
CCc1cc(S(N)(=O)=O)cc(CC)c1NC(C)=O	8	i
CCOC(=O)Cn1ccc(NC(=O)COc2ccc(F)cc2)n1	-9	i
Cc1ccc(C(=O)NNC(=O)Cc2cccs2)cc1	-8	i
O=[N+]([O-])c1ncccc1Oc1nc(-c2cccnc2)nc2ccccc12	-25	i
COc1ccc(NC(=S)N2CCN(c3ccccc3)CC2)c(OC)c1	5	i
CC(C)(CO)Cc1cc(C(C)(C)C)c(O)c(C(C)(C)C)c1	-19	i
CCCCNC(=O)O[C@H]1C[C@@H]2CCN3C(=O)CCC[C@H]([C@H]1CC)[C@H]23	-30	i
Clc1cc2c(c(Cn3cnc4ccccc43)c1)OCOC2	-8	i
COc1cccc(NC(=O)C(C)N2C(=O)c3ccccc3C2=O)c1 (stereo not drawn)	-10	i
CCOc1ccccc1C1CC(c2ccc(Cl)cc2)Nc2nc(N)nn21 (stereo not drawn)	-20	i
COCCCNC(=O)CC1C[C@H](C(=O)N2CCCCC2)[C@@]2(C)c3[nH]c4ccccc4c3CCN2C1=O (stereo partly drawn)	-18	nt
CC1(C(=O)OCC(=O)N2c3ccccc3Sc3ccccc32)CC1(Cl)Cl (stereo not drawn)	-12	i
CCC/C(O)=C1\C(=O)CCCC1=NCCc1c(C)[nH]c2ccccc12	-21	i
COc1cc(/C=C/C(=O)OCC(=O)NC2CCS(=O)(=O)C2)ccc1OC(F)F (stereo not drawn)	-8	nt
COc1cccc2cc(C(=O)N3CCN(C/C=C/c4ccccc4)CC3)c(=O)oc12	-15	i
O=C(CN1C(=O)C2CCCCC2C1=O)N1CCN(c2ccccc2)CC1 (stereo not drawn)	-8	i
Cc1cc(C)n2nnnc2n1	-14	i
CCC(=O)NC(C)C(c1cccs1)N1CCOCC1 (stereo not drawn)	-12	i
Cc1cccc(N2CCN(C(=O)c3nn(C)c4c3CS(=O)(=O)c3ccccc3-4)CC2C)c1 (stereo not drawn)	-20	i
CN(CCC#N)C(=O)c1ccc(CNS(=O)(=O)c2ccc(F)cc2)cc1	-7	i
CC1Cc2ccccc2N1Cc1cc(=O)c(OCC(=O)Nc2ccccc2)co1 (stereo not drawn)	-24	i
Nc1nc(C2CC2)c(Sc2sc(N)nc2C2CC2)s1	12	i
O=C(CCNS(=O)(=O)c1ccc(Br)s1)NCc1ccccc1	-3	i

Next part
SMILES	OX1R antag	CHT allo act
C=C1CCc2c([nH]c3ccc(OCC(C)C)cc23)C1=O	nt	i
CCc1ccc(-n2c(=O)c3ccccc3n(CC(=O)C(C)(C)C)c2=O)cc1	-23	i
Cc1cc(OCCCC(=O)NCCc2ccccn2)ccc1Cl	0	i
O=C(O)CCCN=C1CCCc2ccccc2N1	-1	i
CN1CCN(CC(=O)NN(Cc2ccccc2)c2ccccc2)CC1	-6	i
CC(C)CC(C(=O)NC1CCCC1)N(Cc1ccc2c(c1)OCO2)C(=O)c1snc(C(N)=O)c1N (stereo not drawn)	-17	i
COc1cc(S(=O)(=O)Nc2cc(C)cc(C)c2)ccc1F	-24	i
COc1ccc(C(=O)C=CNNC(=O)c2ccc(Cl)cc2)cc1	-34	i
CC1(C)Cc2nc3sc4c(SCC(=O)NCc5ccccc5)ncnc4c3cc2CO1	-16	i
O=[N+]([O-])c1ccc(NC(=S)N2CCCC2)cc1	-24	i
COc1ccccc1CC(NC(C)=O)C(=O)NC1CCN(S(=O)(=O)c2ccc(NC(C)=O)cc2)CC1 (stereo not drawn)	-3	i
Cc1cnc(C(=O)OCC(=O)N2CCC(C)CC2)cn1	-20	nt
Nc1cc(-c2ccc(Br)cc2)nc2cc(-c3ccccc3)nn12	-18	i
Cc1ccc(S(=O)(=O)N(C(=O)c2ccncc2)c2ccc3oc4c(c3c2)CCCC4)cc1[N+](=O)[O-]	-13	i
CCOC(=O)C1=C(C)N=C2SC(C(=O)OC)=CC(=O)N2C1c1ccc(F)cc1 (stereo not drawn)	11	i
C=CCn1c(SCC(=O)c2c(N)n(C)c(=O)n(C)c2=O)nc2sc(CC)cc2c1=O	-33	i
Cc1ccc(CNC(=O)CS(=O)(=O)c2ccccc2)cc1	13	i
COc1cc(SC)ccc1C(=O)Nc1ccccc1	-27	i
O=C(CS)Nc1ccc2ccccc2c1	-11	i
O=C(Nc1ccccc1Cl)C1CCCN(S(=O)(=O)c2ccc(-n3cnnn3)cc2)C1 (stereo not drawn)	-13	i
Cc1ccc2[nH]c(=O)c(CN(C(=O)c3cccc([N+](=O)[O-])c3)C(C)(C)C)cc2c1	-27	i
Cc1ccccc1-n1ncc2c1CC(C)(C)CC2NC(=O)c1ccncc1 (stereo not drawn)	2	i
Cc1ccc(S(=O)(=O)N2[C@@H](c3ccc(Cl)c(Cl)c3)C(C(=O)O)=C[C@H]2CC2CCCC2)cc1	-8	nt
CCc1cc2c(COC(=O)CCNS(=O)(=O)c3cccc(C(F)(F)F)c3)cc(=O)oc2cc1O	5	nt
COC(=O)COc1ccc(C(c2c(C)[nH][nH]c2=O)c2c(C)[nH][nH]c2=O)cc1	nt	i

(more compounds)
SMILES	OX1R antag	CHT allo act
Nc1nnc(SCC(=O)Nc2cccc(S(=O)(=O)N3CCOCC3)c2)s1	-4	i
Cc1nc2ccccc2c(=O)n1NC(=O)/C=C/c1ccc(Br)cc1	-18	i
CCC1Oc2ccccc2N(CC(=O)NCCc2ccc(OC)c(OC)c2)C1=O (stereo not drawn)	-25	i
O=C1c2nc3cc(-c4ccccc4)[nH]n3c(=O)c2CN1Cc1ccccc1	10	i
CCCOc1ccc(N/C=C/C(=O)c2cc(OC)c(OC)c(OC)c2)cc1	-43	i
O=C(OCCOCCN=C1NS(=O)(=O)c2ccccc21)C1CC(=O)N(c2ccccc2)C1 (stereo not drawn)	0	i
CN(CCNC(=O)CCNC(=O)Cn1ccc2ccccc2c1=O)Cc1ccccc1	-20	i
CCCCOc1ccccc1P(=O)(O)CP(=O)(c1ccccc1)c1ccccc1	-29	i
O=C(NC(Cc1ccccc1)c1ccc2c(c1)OCCCO2)c1ccccc1F (stereo not drawn)	-8	i
Cn1c(=O)c2cc(S(=O)(=O)NC(Cc3ccccc3)C(=O)NCc3ccco3)ccc2n(C)c1=O (stereo not drawn)	-2	i
CCNc1nc(NCC)n2c(SCC(=O)Nc3cccc(Cl)c3)nnc2n1	-26	i
C[C@H](CO)N1C[C@H](C)[C@@H](CN(C)S(=O)(=O)c2cn(C)cn2)Oc2ccc(NC(=O)C3CC3)cc2C1=O	-10	nt
Cn1cccc1Cc1nnc(SCC(=O)Nc2ccc3c(c2)OCCO3)n1CCc1ccccc1	-22	i
COc1cccc(/C=C/C(=O)OCC(=O)c2ccc3c(c2)NC(=O)CO3)c1OC	-20	i
C=CCNC(=O)c1cc(-c2ccccc2O)on1	-4	i
COCCNC(=O)C(c1ccc(O)cc1)N(Cc1ccco1)C(=O)CCC(=O)Nc1ccccn1 (stereo not drawn)	-10	i
Cc1cc(Br)ccc1NC(=O)CN(C)C(=O)C1CCN(C(=O)c2ccc(F)cc2)CC1	-10	i
CCN(CC(=O)Nc1ccc(OC)cc1)C(=O)c1ccc2ccccc2c1	-28	nt
O=C(Nc1ccc2cn[nH]c2c1)c1c(Cl)cccc1Cl	8	i
Cc1cc(C)c2c(N)c(C(=O)N/N=C/c3cccs3)sc2n1	53*	i
CSc1c2c(nc3ncnn13)CCC2	-8	i
Cc1ccc(NCc2n[nH]c(=S)n2-c2ccccc2)cc1Cl	4	i
